Source: PubChem BioAssay
GLA spleen mod: inhibitors or activators of human alpha-galactosidase in spleen homogenate. Potency, µM (titrated, usually from 80 µM), for the others: at the top dose activity change, negative = inhibition, most hits filed as inhibitors. AID 2107. 240,000 tested, 0.008% active. human spleen homogenate, 4MU-alpha-Gal fluorescence, 40 min;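 also: potency is read from the fitted curve at half-maximal effect; 0% = enzyme with vehicle and -100% = no enzyme basal signal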
Target sequence (P06280 32-429 limits assumed): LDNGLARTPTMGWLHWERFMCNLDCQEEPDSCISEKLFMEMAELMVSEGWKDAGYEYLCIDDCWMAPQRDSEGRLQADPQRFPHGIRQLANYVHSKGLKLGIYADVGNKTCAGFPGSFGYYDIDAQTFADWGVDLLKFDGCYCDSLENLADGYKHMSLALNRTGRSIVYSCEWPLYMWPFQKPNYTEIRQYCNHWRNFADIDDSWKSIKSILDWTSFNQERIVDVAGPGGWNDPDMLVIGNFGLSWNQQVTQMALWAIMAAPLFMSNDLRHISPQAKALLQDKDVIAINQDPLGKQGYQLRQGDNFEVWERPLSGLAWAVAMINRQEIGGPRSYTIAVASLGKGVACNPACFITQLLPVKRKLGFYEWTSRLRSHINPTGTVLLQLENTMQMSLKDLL
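Inhibition or activation of alpha-galactosidase in human spleen homogenate is scored by 4-MU fluorescence after 40 min at 37C, pH 5.0, with 1 mM substrate. AC50s come from concentration-response fitted to the Hill equation.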
CBFb-RUNX1 inh: blocks binding between human CBF-beta and RUNX1; AID 1477; 230,000 tested, under 10 active; Potency, µM (highest dose often 59.8 µM), without a hit: top-dose activity, negative = inhibition, most hits filed as inhibitors; AlphaScreen CBFb-His/RUNX1-biotin binding, biochemical; Q01196+Q13951; also: % of control where 0% means no effect
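AlphaScreen binding: CBFb-His and RUNX1-biotin (30 nM each) preincubated 20 min, compound added for 15 min, then nickel and streptavidin beads for 90 min, all at room temperature. Disruption of the interaction by any mechanism counts as activity.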
NPSR antag: neuropeptide S receptor (human) antagonism, cAMP; Q6W5P4; CHO-NPSR cells, cAMP TR-FRET, antagonist mode; Potency, µM (doses to about 38.3 µM), for inactives: at the top dose activity change, negative = inhibition, hits mostly inhibitors; 220,000 tested, 1% active; AID 1461; also: potency is read from the fitted curve at half-maximal effect; % is scaled to controls: 0 for no effect and ±100 for the full control effect; nearly all actives have a fitted effect of over 50% in size; many of its hits are not listed in these tables
TR SRC2 fluor cs: Texas Red fluorescence interference in TRb-SRC2 counter-screen. TRb/SRC2 Texas Red total fluorescence interference. Potency, µM (series often up to 106 µM), without a hit: at the highest dose fluorescence change, negative = quenching. 280,000 tested, 0.29% active; active = well fitted curve in either direction with a large enough effect; inconclusive = small, poorly fitted or top-dose-only effect; also: potency is read from the fitted curve at half-maximal effect; % is scaled to controls: 0 for no effect and ±100 for the full control effect
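Flags fluorescent or light-absorbing compounds by total fluorescence, S + 2P, at 555 nm excitation and 632 nm emission. Mixture: 20 nM Texas Red SRC2 peptide, 0.6 uM human TRb LBD, 1 uM T3, 5% DMSO; compound exposure 5 h at ambient temperature.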
Epigenetic reg: epigenetic control regulation, reporter derepression. 280,000 tested, 0.2% active. Potency, µM (top dose mostly 53.9 µM), for the others: top-dose GFP activation, most hits filed as activators. murine LDR cells, GFP reporter derepression, 30 h; also: potency is read from the fitted curve at half-maximal effect; % of control where 0% means no effect; nearly all actives have a fitted effect of over 60% in size
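Reporter derepression read as number of fluorescent GFP-positive objects, 20-120 um in size, counted by laser-scanning cytometer. Mouse LDR line with an epigenetically silenced CMV-GFP locus; compound incubation 30 h, 37 C.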
TRb-SRC2 inh: disrupts binding of human TR beta to SRC2; P10828; TRbeta-SRC2 peptide binding, fluorescence polarization; receptor liganded with 1 µM T3; Potency, µM (titrated, usually from 106 µM), for the others: at the highest dose activity change, negative = inhibition, usual class: inhibitors; 280,000 tested, 0.065% active;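 also: potency is read from the fitted curve at half-maximal effect; plate controls were bound peptide for no effect and peptide without receptor for full effect; nearly all actives have a fitted effect of over 50% in size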
Target sequence (P10828 whole entry, looked up): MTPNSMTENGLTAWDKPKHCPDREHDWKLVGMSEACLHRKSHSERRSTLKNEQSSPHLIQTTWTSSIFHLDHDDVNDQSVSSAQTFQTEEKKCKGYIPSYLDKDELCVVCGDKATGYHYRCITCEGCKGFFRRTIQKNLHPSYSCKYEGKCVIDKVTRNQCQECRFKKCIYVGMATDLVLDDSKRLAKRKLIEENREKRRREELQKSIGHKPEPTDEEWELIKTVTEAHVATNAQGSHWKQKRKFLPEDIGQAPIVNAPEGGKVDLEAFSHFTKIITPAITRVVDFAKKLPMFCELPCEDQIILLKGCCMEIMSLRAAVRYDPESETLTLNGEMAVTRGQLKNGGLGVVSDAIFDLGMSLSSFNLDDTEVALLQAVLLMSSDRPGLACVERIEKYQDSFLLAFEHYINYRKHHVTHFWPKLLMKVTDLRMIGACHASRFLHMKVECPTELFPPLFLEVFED
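Fluorescence polarization of 20 nM Texas Red SRC2 peptide (20-aa NR interaction domain) bound to 0.6 uM human TRb ligand-binding domain, with 1 uM T3, after 5 hr at ambient temperature; inhibition seen as decreased polarization.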
Tau fibril FP: inhibitors of human tau fibril formation | P10636 | K18 P301L tau heparin fibrillization, Alexa594 FP, 6 h | Potency, µM (top dose mostly 57.7 µM), without a hit: top-dose activity, negative = inhibition, usual class: inhibitors | 280,000 tested, 0.39% active; also: potency is read from the fitted curve at half-maximal effect; % is scaled to controls: 0 for no effect and ±100 for the full control effect; nearly all actives have a fitted effect of over 55% in size
Target sequence (P10636 561-689 P618L limits assumed): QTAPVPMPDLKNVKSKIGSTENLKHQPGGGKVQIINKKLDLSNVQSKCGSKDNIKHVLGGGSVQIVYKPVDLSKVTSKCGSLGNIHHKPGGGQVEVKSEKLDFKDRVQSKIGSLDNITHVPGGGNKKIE
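Compound effects on tau fibrillization are measured by Alexa 594 fluorescence polarization (ex 555, em 632 nm). K18 P301L tau is used at 15 uM with 0.24 uM labeled tracer, and 20 uM heparin induces aggregation over 6 hr at 37 C.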
Tau fluor cs: counter-screen for tau fibril formation inhibitors | tau K18 P301L (four-repeat tau fragment) Alexa594 fluorescence, heparin fibrillization | 280,000 tested, 0.93% active | Potency, µM (top dose mostly 57.7 µM), without a hit: top-dose activity change, negative = decrease; also: potency is read from the fitted curve at half-maximal effect; % is scaled to controls: 0 for no effect and ±100 for the full control effect; nearly all actives have a fitted effect of over 55% in size
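Human K18 P301L tau (15 uM unlabeled plus 0.24 uM Alexa 594-labeled, final) in 100 mM sodium acetate pH 7 was mixed with compound and 20 uM heparin and incubated 6 hr at 37 C.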
Numbers without * were called inactive; ? = inconclusive; . = not tested or not shown; & = joins results of further samples; [ ] = remark or other dose. Unless noted, calls follow the shape of the dose curve; as a rule, active = well fitted curve in the direction sought with a large enough effect; inconclusive = small, poorly fitted or top-dose-only effect, or another doubt; inactive = no such curve, though single readings can be large; an effect the other way counts as inactive or inconclusive.

SMILES | GLA spleen mod | CBFb-RUNX1 inh | NPSR antag | TR SRC2 fluor cs | Epigenetic reg | TRb-SRC2 inh | Tau fibril FP | Tau fluor cs
Cc1ccc(COC(=O)c2nn(C)c(=O)c3ccccc23)cc1 | 5.1% | 20.2% | -14.9% | -1.5% | -4.7% | 3.6% | -2.5% | -1.6%
COc1cc(NC(=O)Cn2nc3c(cc2=O)CC(C)CC3)cc(OC)c1OC (stereo not given) | . | . | . | 1.7% | 0.0% | 5.0% | -7.3% | -9.7%
CCOc1cc(NC(=O)C2CCCO2)c(OCC)cc1NC(=O)C1CC1 (stereo not given) | 5.0% | 5.6% | -13.0%[46.1 µM] | -0.3% | -1.0% | 4.3% | 2.3% | -3.1%
Cc1cccc(NC(=O)C2CCCN2S(=O)(=O)c2cccc3cccnc23)c1 (stereo not given) | 0.0% | 1.4% | -21.4%[46.1 µM] | 8.4% | 0.5% | 7.4% | -0.5% | -4.0%
O=C(NCCCn1ccnc1)c1cc(-c2cccs2)on1 | 0.9% | 3.7% | -1.3%[46.1 µM] | 2.4% | ? | 0.4% | -3.0% | -4.7%
C/C(=C\C(=O)c1ccccc1)Nc1ccc(Br)c(Cl)c1 | 3.1% | 27.9% | -14.6%[46.1 µM] | 2.8% | -0.9% | 0.7% | -4.2% | -20.0%
Cc1ccc(C)c(S(=O)(=O)n2nc(C)c(S(=O)(=O)N3CCC(C)CC3)c2C)c1 | . | . | . | -2.6% | 0.0% | 0.4% | -5.0% | 1.0%
Cc1cc(/C=N/NC(=O)c2cccnc2)c(C)n1CC(C)C | -1.3% | -2.4% | 8.3% | 2.3% | 3.6% | -1.0% | -1.2% | -4.4%
O=C1C[C@@H](O)[C@@H](O)[C@H]2[C@@H]3C(=O)N(Cc4ccc5c(c4)OCO5)C(=O)[C@@H]3CC[C@H]12 | -7.1%&1.2%[17.5 µM] | -5.7%&1.9%[13.1 µM] | . | -5.8%&-0.6%[11.2 µM] | 0.0%&0.0%[10.1 µM] | 2.2%&-2.7%[11.2 µM] | -1.0%&1.4%[11.6 µM] | -0.2%&0.9%[11.6 µM]
COc1ccc(NC(=O)c2ccc3c(c2)N(Cc2cccc(Cl)c2)C(=O)c2ccccc2S3=O)cc1Cl (stereo not given) | . | . | . | 1.3% | -1.1% | -4.8% | ? | -21.6%
Cc1ccc(N2CCN(C(=S)Nc3ccccc3)CC2)cc1 | 4.1% | 2.5% | 8.0% | -1.8% | -0.1% | -0.2% | 7.6% | -18.6%
CC1=C(C(=O)Nc2ccccc2Cl)C(c2cccc(O)c2)n2ncnc2N1 (stereo not given) | . | . | . | -1.5% | 0.0% | -6.5% | 0.6% | 1.4%
O=c1[nH]nc(CNc2ccc(OC(F)(F)F)cc2)c2ccccc12 | -11.3% | -1.3% | -25.3% | -1.7% | -3.0% | 7.0% | 4.9% | -19.7%
Cc1cc2nnc(SC3CCOC3=O)n2c2ccccc12 (stereo not given) | 2.5% | 10.7% | -9.3%[46.1 µM] | -0.6% | -1.8% | 4.3% | -7.4% | -2.5%
COc1ccc(C/C(C)=N/NC(=S)Nc2ccc(C(C)C)cc2)cc1 | -2.8% | 0.5% | -1.3% | -5.5% | -3.2% | -8.9% | -3.7% | -25.7%
CC(c1ccccc1)C1C(C#N)=C(N)OC2=C1C(=O)CC(C)(C)C2 (stereo not given) | 4.2% | -12.1% | ? | 0.3% | 1.3% | 8.5% | 3.2% | -5.2%
CN(C)/C=C/C(=O)c1cc(F)cc(C(F)(F)F)c1 | -13.8% | 1.8% | 13.8% | -2.7% | -1.3% | -7.1% | 3.2% | 11.0%
C=C1C(=O)OC(CCCCCCCC)C1C(=O)O (stereo not given) | 2.9% | 7.7% | . | -2.0% | . | -25.3% | . | .
O=C(NCCCN1CCOCC1)c1ccc(Br)cc1 | 7.0% | -3.2% | -5.3%[46.1 µM] | 1.8% | -2.8% | -7.3% | -6.8% | 4.4%
COC(=O)c1ccccc1NC(=O)N1CCN(C/C=C/c2ccccc2)CC1 | 2.1% | 7.7% | -7.5%[46.1 µM] | -3.5% | 0.6% | -2.8% | 7.4% | -10.8%
CCOc1ccc(CCNc2ncnc3onc(-c4ccc(F)cc4)c23)cc1OCC | . | . | . | -0.1% | -1.1% | 6.4% | -3.6% | -19.7%
Cc1ccc(C=Nc2ccccc2C(N)=O)s1 | 8.9% | 10.4% | 23.9% | -1.6% | -3.2% | -0.5% | 4.6% | -12.8%
c1ccc(COc2ccccc2CNc2nn[nH]n2)cc1 | 1.0% | -1.5% | -1.0% | -1.3% | 9.2% | -2.6% | -2.1% | -0.2%
COc1cccc(NC(=O)CSc2nnc(NC(=O)NC3CCCCC3)s2)c1 | . | . | . | 0.7% | -0.4% | -6.7% | ? | ?
Cn1nnnc1SCCCNCc1cccc(OCc2ccc(Cl)cc2)c1 | . | . | . | 5.2% | -0.5% | -2.8% | 7.8% | -11.4%
COc1ccc(C(=O)N(Cc2sccc2C)C2CCS(=O)(=O)C2)cc1 (stereo not given) | . | . | . | -15.7% | -1.9% | 2.8% | -5.6% | -22.1%
CCC(CC)C(=O)Nc1cc(-c2nc3cccnc3s2)ccc1C | . | . | . | 6.4% | 0.0% | 0.9% | -11.8% | -9.6%
Cc1[nH][nH]c(=O)c1N=Nc1ccccc1C#N | 2.0% | -6.5% | -22.1% | -4.5% | -1.4% | -2.1% | 6.2% | -19.5%
CCC(NC(=O)Nc1ccc(OC)c(OC)c1)c1c(-n2cccc2)sc2c1CCN(C)C2 (stereo not given) | . | . | . | -14.0% | -0.4% | -4.0% | 11.3% | -17.3%
COc1ccc(-n2c(C)nc(N)c2C(=O)c2ccccc2)cc1 | -14.1% | -2.6% | -25.3% | -9.2% | 0.1% | 0.6% | -8.1% | -6.3%
Oc1oc(-c2ccccc2)nc1C=Nc1ccccc1 | 1.1% | -8.9% | -18.7%[46.1 µM] | -0.3% | 2.7% | -2.1% | 5.9% | -28.4%
Cc1ccc(-c2nc(N)sc2CC(=O)OCC(=O)NCC2CCCO2)cc1 (stereo not given) | -3.3% | 18.3% | -2.9% | -2.2% | 0.0% | -0.5% | -2.4% | 2.4%
CCC(=O)NNc1ncnc2c1cnn2-c1ccc(C)c(Cl)c1 | . | . | . | -2.2% | 0.3% | 5.4% | -8.5% | ?
CCCSc1nnc(Cn2c(=O)sc3ccccc32)n1C | -2.0% | -0.5% | -1.7%[46.1 µM] | -5.7% | 0.0% | 9.4% | 3.4% | 4.4%
Fc1ccc2[nH]c3c(c2c1)CN(C(=S)NCc1ccccc1)CC3 | -0.7% | ? | 49.2% | -4.1% | -0.2% | -8.4% | ? | 15.8µM*[quencher]
O=C(/C=C/c1ccco1)c1ccccc1O | -4.6% | -8.8% | 9.5% | -1.6%[53 µM] | 6.5% | 8.4%[53 µM] | 2.0% | -13.9%
COc1ccc(S(=O)(=O)Nc2cccc(C)n2)c2ccccc12 | -3.9% | 11.9% | -10.9%[46.1 µM] | -1.5% | 0.0% | 0.0% | -3.0% | -6.7%
CC(=O)c1cccc(NS(=O)(=O)c2cc(OCC(N)=O)c(C)cc2Cl)c1 | -3.5% | -3.3% | -5.3%[46.1 µM] | -4.3% | -0.8% | 1.3% | 2.9% | 5.1%
O=c1[nH]cnc2c1sc(=S)n2-c1ccccc1 | -3.7% | 0.7% | -9.6%[46.1 µM] | -0.1% | 0.9% | -2.9% | -7.1% | -3.1%
Cc1ccc2[nH]c(=O)c(C3C(C#N)=C(N)Oc4c3ccc3cccnc43)cc2c1 (stereo not given) | 2.0% | ? | ? | 0.3% | -0.1% | -16.2% | 0.7% | -24.2%
Cc1ccc(CN2CCN(C3CCCC3)C(CCO)C2)s1 (stereo not given) | -13.5% | -2.0% | 12.3% | -7.1% | 0.0% | -6.9% | 5.2% | 13.9%
CCOC(=O)C1CCN(C(=S)Nc2cc(OC)c(OC)cc2C(=O)OC)CC1 | -1.0% | 0.2% | -11.9%[46.1 µM] | -2.2% | 1.0% | 0.0% | -0.3% | -13.8%
CCS(=O)(=O)CCSc1nc(-c2ccc(Br)cc2)cc(-c2ccccc2)c1C#N | . | . | . | ? | 6.3% | -3.1% | ? | -7.4%
CC(CNC(=O)C1CCN(Cc2cc3ccccc3n2Cc2ccccc2)CC1)c1ccccc1 (stereo not given) | . | . | . | 5.4% | -1.3% | -0.4% | 1.8% | -8.6%
COc1cccc(-c2nnn(CC(=O)Nc3ccc(C)cc3C)n2)c1OC | 5.4% | -3.1% | -6.1%[46.1 µM] | -1.6% | -1.7% | 6.0% | -1.0% | -9.3%

Two compounds picked at random from those above, as already listed:
SMILES | GLA spleen mod | CBFb-RUNX1 inh | NPSR antag | TR SRC2 fluor cs | Epigenetic reg | TRb-SRC2 inh | Tau fibril FP | Tau fluor cs
CCCSc1nnc(Cn2c(=O)sc3ccccc32)n1C | -2.0% | -0.5% | -1.7%[46.1 µM] | -5.7% | 0.0% | 9.4% | 3.4% | 4.4%
CC(CNC(=O)C1CCN(Cc2cc3ccccc3n2Cc2ccccc2)CC1)c1ccccc1 (stereo not given) | . | . | . | 5.4% | -1.3% | -0.4% | 1.8% | -8.6%

Next results:
SMILES | GLA spleen mod | CBFb-RUNX1 inh | NPSR antag | TR SRC2 fluor cs | Epigenetic reg | TRb-SRC2 inh | Tau fibril FP | Tau fluor cs
O=C(Nc1cccc(C(F)(F)F)c1)C(SCCO)c1ccccc1 (stereo not given) | -4.1% | 3.7% | 5.7%[46.1 µM] | -5.3% | 3.3% | -4.6% | ? | -24.0%
COC(=O)CCC(=O)OC1(C)C(=O)C2=CN(c3ccccc3)C(c3ccc(OC)cc3)=CC2=C(Br)C1=O (stereo not given) | -6.8%[17.5 µM] | -6.3%[13.1 µM] | . | -18.1%[11.2 µM] | . | 4.3%[11.2 µM] | 6.0%[11.6 µM] | -23.8%[11.6 µM]
CCCn1c(N)[n+](CC(=O)c2ccco2)c2ccccc21 | 3.0% | 2.3% | 1.7%[46.1 µM] | 0.8% | -2.0% | -14.9% | 8.3% | 2.8%
COc1ccc(Nc2nc(C(=O)N(CCO)Cc3ccccc3)cs2)cc1 | -2.7% | -12.8% | 8.9% | -4.7% | 1.0% | -4.2% | -5.2% | ?

The list is partial (hit frequency here may not be typical).
